# High-throughput results from PubChem BioAssay.
# GLP1R inv ag = acts as inverse agonist at human GLP-1 receptor. P43220. HEK293 GLP-1R CRE-luciferase, luminescence, 24 h; GLP-1R form is constitutively active. Potency, µM (doses to about 38.3 µM), for the others: at the top dose activity change, negative = inhibition, usual class: inhibitors. actives 1.6% (n = 410,000); also: potency is read from the fitted curve at half-maximal effect; % is scaled to controls: 0 for no effect and ±100 for the full control effect; nearly all actives have a fitted effect of over 55% in size
# Target sequence (P43220 whole entry, looked up): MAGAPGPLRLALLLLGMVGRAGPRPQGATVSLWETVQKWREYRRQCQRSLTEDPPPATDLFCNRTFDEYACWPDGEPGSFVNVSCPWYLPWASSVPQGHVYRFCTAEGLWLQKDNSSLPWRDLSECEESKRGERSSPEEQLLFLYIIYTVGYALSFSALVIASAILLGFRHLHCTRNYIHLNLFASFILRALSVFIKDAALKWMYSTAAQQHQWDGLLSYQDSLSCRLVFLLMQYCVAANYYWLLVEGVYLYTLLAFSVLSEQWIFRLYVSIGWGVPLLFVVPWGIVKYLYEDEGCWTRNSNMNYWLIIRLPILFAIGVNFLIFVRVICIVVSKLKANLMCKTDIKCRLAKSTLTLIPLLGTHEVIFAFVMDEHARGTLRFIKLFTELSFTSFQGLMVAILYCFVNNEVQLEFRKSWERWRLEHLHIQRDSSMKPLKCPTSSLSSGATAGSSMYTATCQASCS
#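 GLP-1R inverse agonism mode: basal reporter luminescence in engineered HEK293 cells measured after one day of compound exposure at 37 deg C, with a 12 min room-temperature detection step.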
# GLP-1R agonist = agonists of human GLP-1 receptor. P43220. HEK293 GLP-1R CRE-luciferase, luminescence, 4-6 h; cells express a hypersensitive GLP-1R form. Potency, µM (doses to about 45.6 µM), inactives show at the top dose activation, most hits filed as activators. actives 0.007% (n = 380,000); also: potency is read from the fitted curve at half-maximal effect; % of control where 0% means no effect
# DRD3 antagonist = blocks the human D3 dopamine receptor; D3R cells, DiscoveRx beta-arrestin luminescence, antagonist mode; active compounds read low; P35462; actives 2.5% (n = 360,000); max response, negative = inhibition, %; in the data active = max response below about -50%; inconclusive = no clear call, values can overlap the other calls; also: % is scaled to controls: 0 for no effect and ±100 for the full control effect; mostly tested at two doses, the higher about 12 µM
#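 Cells plated overnight at 1500 cells/well, then exposed to library compounds with dopamine controls for 90 minutes at 37 degrees C. DiscoveRx reagent added for 30–60 minutes at room temperature; luminescence read, quantitative HTS format.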
# aSyn yeast inh = alpha-synuclein toxicity inhibition in yeast; Yeast expressing alpha-synuclein, growth rescue, BacTiter-Glo, 24 h; Potency, µM (doses to about 46.1 µM), inactives show top-dose growth rescue (activation), hits mostly activators; actives 0.14% (n = 370,000); also: potency is read from the fitted curve at half-maximal effect; % of control where 0% means no effect; nearly all actives have a fitted effect of over 65% in size
#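 Galactose-induced alpha-syn yeast (OD600=0.02, raffinose-pregrown) + pinned cpd, 24 hr, 30 deg C; growth by BacTiter-Glo luminescence. Growth restoration scores as activation.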
# PTHR1 agonist = activates the human parathyroid hormone receptor PTHR1. Q03431. HEK293 GP2 PTHR1 cells, GloSensor cAMP luminescence, 1 h. Potency, µM (top dose mostly 115 µM), inactives show at the highest dose activation, actives largely listed as activators. actives 0.075% (n = 410,000); also: potency is read from the fitted curve at half-maximal effect; nearly all actives have a fitted effect of over 55% in size; some results filed as inactive show a strong effect at the top dose; inactives centre near -15; many of its hits are not listed in these tables
# Target sequence (Q03431 whole entry, looked up): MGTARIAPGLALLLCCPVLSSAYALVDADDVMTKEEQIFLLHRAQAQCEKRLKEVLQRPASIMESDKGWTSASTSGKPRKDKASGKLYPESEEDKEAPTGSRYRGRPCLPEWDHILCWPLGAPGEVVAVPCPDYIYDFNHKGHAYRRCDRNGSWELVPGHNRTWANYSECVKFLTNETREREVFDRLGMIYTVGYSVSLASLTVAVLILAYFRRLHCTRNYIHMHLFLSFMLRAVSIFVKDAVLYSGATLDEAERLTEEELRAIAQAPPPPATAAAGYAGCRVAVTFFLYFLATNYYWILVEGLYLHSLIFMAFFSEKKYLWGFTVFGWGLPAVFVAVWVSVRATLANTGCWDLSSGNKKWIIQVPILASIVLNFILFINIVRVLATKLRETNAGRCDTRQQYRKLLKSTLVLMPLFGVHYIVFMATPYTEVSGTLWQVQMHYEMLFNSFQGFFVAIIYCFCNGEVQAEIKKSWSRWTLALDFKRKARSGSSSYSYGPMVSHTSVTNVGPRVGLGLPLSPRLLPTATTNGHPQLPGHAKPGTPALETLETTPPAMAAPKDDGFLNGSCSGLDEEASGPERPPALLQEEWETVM
#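 HEK-293-derived GP2 cells expressing PTHR1 and a GloSensor cAMP reporter, 3,000/well, plated overnight, given luciferin plus IBMX (each 0.5 mM as added) for 1 h at 37 °C, then compound for 1 h at 37 °C. Luminescence was read after 15 min at room temperature.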
# Abeta yeast res = A-beta toxicity reversal in yeast | yeast expressing A-beta42, growth rescue, OD600, 48 h; response scale: 0% DMSO, 100% iron-clioquinol control | Potency, µM (doses to about 46.1 µM), inactives show at the highest dose growth rescue, usual class: activators | actives 0.063% (n = 410,000) | AID 1347071; also: potency is read from the fitted curve at half-maximal effect; nearly all actives have a fitted effect of over 55% in size
#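 Yeast growth medium received pinned compounds, then yeast cells expressing toxic A-beta were added; plates incubated at 30 C for 48 hr. Growth read as absorbance at 600 nm, normalized to DMSO and equimolar FeCl3 plus clioquinol controls.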
# FUS yeast rescue = rescues growth of FUS-expressing yeast. S. cerevisiae FUS-expressing, growth rescue, OD600, 24 h. Potency, µM (doses to about 76.6 µM), for inactives: at the highest dose growth rescue (activation), most hits filed as activators. actives 0.24% (n = 390,000);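 also: potency is read from the fitted curve at half-maximal effect; plate controls were DMSO vehicle for no effect and reference control for full effect; nearly all actives have a fitted effect of over 55% in size; some results filed as inactive show a strong effect at the top dose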
#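 Steps: raffinose overnight preculture; dilution to OD 0.005 in 2% galactose minimal medium; compound addition (concentration series); 24hr at 30C, 99% humidity; absorbance read at 600 nm.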
# TDP-43 yeast inh = inhibitors of TDP-43 toxicity in yeast; TDP-43 expressing yeast growth rescue, BacTiter-Glo, 24 h; Potency, µM (doses to about 46.1 µM), inactives show at the top dose growth rescue (activation), usual class: activators; actives 1.8% (n = 410,000); also: potency is read from the fitted curve at half-maximal effect; % of control where 0% means no effect; nearly all actives have a fitted effect of over 50% in size
#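 Luminescence from BacTiter-Glo reports growth of TDP-43-expressing yeast after 24 hr at 30 deg C with compound. Cells were raffinose-pregrown to mid-log, then seeded in galactose medium at OD600=0.02.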
# Akt phos inh = Akt phosphorylation inhibition | activity change, % for hits at 50 µM | actives 0.32% (n = 360,000) | Neuro2A IGF-stimulated pAkt S473 HTRF, 20 min; active compounds read low; in the data active = activity change below about -80%; inconclusive = mostly about -51% to -80%; also: % is scaled to controls: 0 for no effect and ±100 for the full control effect
#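 Single-point screen (50 µM final compound) in Neuro2A cells stimulated 20 min with 6 nM IGF at 37 deg C. After lysis, Ser473-phosphorylated Akt read by HTRF (ex 330 nm, em 615/665 nm) as the 665/615 ratio.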
# Starred values were filed as active, the others as inactive; i = inactive; ? = inconclusive; nt = not tested or not shown; [ ] = another dose, or the depositor's remark. Unless noted, calls follow the shape of the dose curve; as a rule, active = well fitted curve in the direction sought with a large enough effect; inconclusive = small, poorly fitted or top-dose-only effect, or another doubt; inactive = no such curve, though single readings can be large; an effect the other way counts as inactive or inconclusive. An excerpt (hit frequency here may not be typical).
SMILES,GLP1R inv ag,GLP-1R agonist,DRD3 antagonist,aSyn yeast inh,PTHR1 agonist,Abeta yeast res,FUS yeast rescue,TDP-43 yeast inh,Akt phos inh
O=C(CC1OC(=O)c2ccccc21)NNC(=O)c1ccc(F)cc1 (stereo not given),6.3%,3.6%,-1.1,-3.3%,i,0.5%,-27.9%,-0.7%,i
CCS(=O)(=O)c1nnnn1-c1ccccc1S(C)(=O)=O,-35.8%,-22.2%,-1.3,-0.6%,-15.2%,-6.9%,19.7%,-8.1%,i
O=c1[nH]nc(-c2ccc(F)cc2)cc1Cc1ccccc1,-13.8%,10.8%,-7.6,2.4%,-26.7%,-19.6%,13.4%,?,i
CCC/C=N/Nc1nc2ccccc2s1,?,-1.8%,4.4,6.7%,-27.6%,-3.8%,7.6%,1.8%,i
CN(C)C(CNC(=O)Cc1cccc(C(F)(F)F)c1)c1ccco1 (stereo not given),-25.3%,4.3%,16.1,3.9%,i,9.4%,15.6%,16.7%,i
Cc1ccc(NNC(=O)c2ccno2)cc1C,?,15.6%,1.1,16.2%,i,5.3%,11.6%,28.2%,i
CNC(=S)NC1(C)CCS(=O)(=O)C1 (stereo not given),0.9%,4.7%,-17.9,-3.7%,4.7%,-3.5%,12.2%,-20.8%,i
O=C(N/N=C1\CCCc2ccccc21)c1ccccc1[N+](=O)[O-],-23.6%,-7.8%,-0.9,3.3%,-25.0%[57.5 µM],5.5%,5.0%,16.3%,i
COc1cc(CCCN2C(=O)C(=O)NC[C@@H]2CCCCN)cc(OC)c1OC,14.9%,-0.4%,-18.1,-3.7%,-15.8%,-13.5%,-15.2%,-6.5%,i
O=C(Nc1nc(-c2ccccc2)cs1)c1ccc(N2CCOCC2)c([N+](=O)[O-])c1,3.8%,-15.2%,6.2,-10.3%,-30.3%,8.0%,14.2%,7.7%,i
CC(C)Cn1c(Cc2ccccc2)n[nH]c1=S,0.0%,-1.9%,7.0,-1.7%,i,4.1%,24.6%,-10.9%,i
CC(=O)c1ccc(N2CCN(C(=O)C3CCN(S(=O)(=O)c4ccc5c(c4)CC(C)N5C(=O)C4CC4)CC3)CC2)cc1 (stereo not given),47.2%[activator],19.8%,5.6,5.1%,-54.4%[inhibitor],10.2%,?,8.4%,i
O=C1CCC(C(=O)OCC(=O)c2c[nH]c3ccccc23)=NN1,13.9%,-2.2%,3.6,1.0%,i,2.8%,nt,-7.3%,i
Cc1cccc(OCC(O)CN2CCN(CCN3C(=O)c4cccc5cccc(c45)C3=O)CC2)c1C (stereo not given),-17.0%,-5.5%,-25.6,-8.9%,-49.6%[inhibitor],-18.4%,14.9%,-14.2%,i
COC(=O)c1cnc(Nc2ccc(Cl)cc2)c([N+](=O)[O-])c1,21.7%,2.3%,2.5,-4.6%,i,-5.0%,-5.4%,-15.4%,i
CCOC(=O)c1sc(=NC(=O)COc2ccccc2)n(C)c1C,-12.6%[0.307 µM],-6.4%,0.0,4.7%,-19.1%,29.2%,0.8%,16.9%,i
CCCCNC(=S)NNC(=O)c1c(Cl)c(C)nn1C,?,-0.7%,1.8,-4.6%,i,2.0%,-7.3%,0.7%,i
O=C(O)c1cccc(N/N=C/c2ccc(F)c(F)c2)c1,?,-17.4%,-1.9,-41.0%[inhibitor],i,6.6%,-6.3%,25.1µM*,i
O=C(CSc1nnc2ccc(-c3ccc(Br)cc3)nn12)NCC1CCCO1 (stereo not given),14.4%,16.5%,5.7,-1.3%,i,-10.6%,-0.6%,-2.2%,i
COc1cccc(Cn2c(=S)[nH]c3ccc(N4CCOCC4)cc3c2=O)c1,-12.1%,0.3%,9.7,1.4%,i,9.1%,34.9%,-12.7%,i
Cn1c(SCC(=O)c2ccccc2)nnc1-c1cccnc1,6.8%,-5.3%,-27.5,6.2%,i,5.9%,8.7%,?,i
C#CCNC(=O)[C@H](Cc1ccc(C(=O)c2ccccc2)cc1)NC(=O)OC(C)(C)C,nt,-0.9%,nt,nt,i,7.6%,6.5%,nt,nt
CCCCN(C=O)c1c(CC)nc2ccc(C(=O)N3CCN(C)CC3)cn12,21.9%,-6.6%,7.4,-5.5%,i,-2.9%,-30.0%,17.8%,i
COc1cccc(CNC(=O)CCn2cnc3ccccc3c2=O)c1,6.2%,nt,nt,nt,i,-11.8%,3.3%,-3.6%,nt
O=[N+]([O-])c1ccc2nc(-c3ccccc3)cc(-c3ccccc3)c2c1,17.3%,-4.8%,17.5,0.2%,-30.5%[inhibitor],4.6%,-26.9%,19.3%,i
COc1ccc(NC(=O)c2oc3ccccc3c2NC(=O)c2ccc3c(c2)OCO3)cc1,35.5%[activator],-13.2%,8.1,-13.3%,i,-10.2%,41.5%,-33.8%[inhibitor],i
COc1ccnc(N2CCN(c3cccc(C(F)(F)F)c3)CC2)c1C#N,4.0%,-0.6%,-10.7,-0.8%,-5.7%[57.5 µM],2.8%,-8.5%,-21.3%,i
COc1ccc(Cl)cc1C(=O)OCC(=O)c1ccc[nH]1,-23.6%,9.4%,-10.8,-4.1%[1.84 µM],i,6.4%,7.7%,?,i
CCSC(=O)NC1CCCCC1,3.9%,4.3%,-18.5,-8.2%,-43.4%[inhibitor],-10.7%,8.7%,-30.3%,i
O=C(NCCS(=O)(=O)N1CCN(c2ccccc2)CC1)C12CC3CC(CC(C3)C1)C2,?,4.7%,-23.7,?,-32.3%[inhibitor],7.2%,26.4%,-2.2%,i
COc1ccc(NC(=O)c2cncc(Br)c2)cc1S(N)(=O)=O,-18.6%[0.307 µM],7.5%,14.3,0.3%,i,-0.9%,9.6%,4.0%,i
COc1ccc(CC(=O)N2CCN(c3cccc(Cl)c3)CC2)cc1OC,-10.2%,1.3%,11.8,0.5%,-13.2%,10.3%,4.4%,?,i
N#Cc1ccccc1Oc1ccccc1C=O,?,-5.8%,-2.7,0.3%,-12.7%,-1.4%,-5.0%,-7.1%,i
CC1CCC(C(C)C)C(OCC(O)CN2CCOCC2)C1 (stereo not given),5.6%,0.1%,-21.0,-9.8%,i,-10.0%,28.3%,-15.0%,i
COC(=O)c1cc2oc(C)cc2n1Cc1ccccc1Cl,?,nt,nt,nt,-14.5%,-3.5%,-1.6%,20.6%,nt
OC1CCCN(Cc2ccccc2)C1 (stereo not given),-15.4%,6.7%,-14.7,-13.7%,i,-1.2%,8.1%,-10.5%,i
CN1C(=O)c2ccc(NC(=O)C3CC3)cc2C1=O,21.9%,-1.4%,12.3,-4.8%,i,10.6%,-1.2%,14.3%,i
Cc1ccc(NC(=S)N(CCN(C)C)C(C)c2cccnc2)c(C)c1 (stereo not given),-15.8%,-0.3%,-2.1,-3.6%,-13.8%,2.8%,9.1%,17.1%,i
CC(C)CC(N)c1csc(Nc2ccc(C(=O)NCCO)cc2)n1 (stereo not given),16.1%,3.4%,-4.7,-3.2%,-27.4%,-21.7%,-12.6%,-7.8%,i
CCc1cccc(CC)c1NC(=O)CN1C2CCCC1CC(NC(=O)Nc1cccc(OC)c1)C2 (stereo not given),?,4.0%,?,1.0%,i,-13.0%,10.4%,20.9%[9.22 µM],i
O=S1(=O)CCOC[C@H](c2ccccc2)N1Cc1ccccc1,-19.0%,-2.1%,0.0,11.5%,-17.2%,21.8%,-11.6%,30.1%,i
CCOC(=O)CSc1ncc(-c2ccc([N+](=O)[O-])cc2)[nH]1,14.9%,6.8%,-14.6,-7.7%,i,6.1%,nt,13.1%,i
CCN(CC)CCOc1ccccc1C(C)=O,-2.0%,3.2%,-2.4,-8.4%,16.5%,-9.9%,-4.5%,-22.2%[9.22 µM],i
COC(=O)c1cc(-c2ccccc2)n(CC(=O)O)c1C,10.0%,-31.4%,6.4,0.1%,i,-5.8%[9.22 µM],-42.2%,4.0%,i
CCN(CC)C(=O)C(=O)c1cccn1-c1ccc(C#N)cc1,14.3%,-8.0%,-8.0,-4.1%,-23.6%,-7.2%,-10.6%,-0.9%,i
Cc1nn(C)cc1CN(C)S(=O)(=O)c1cccc([N+](=O)[O-])c1,24.8%,3.9%,12.9,10.0%,-14.5%,-2.1%,15.8%,-14.0%,i
Cc1cccc(NC(=S)NC(=O)c2ccc(Br)o2)c1,?,15.8%,-18.3,4.0%,-87.3%[inhibitor],?,5.0%,9.1%,i

# Compound profiles (already shown):
# COc1ccc(NC(=O)c2cncc(Br)c2)cc1S(N)(=O)=O as listed: GLP1R inv ag = -18.6%[0.307 µM]; GLP-1R agonist = 7.5%; DRD3 antagonist = 14.3; aSyn yeast inh = 0.3%; PTHR1 agonist = i; Abeta yeast res = -0.9%; FUS yeast rescue = 9.6%; TDP-43 yeast inh = 4.0%; Akt phos inh = i
# Cc1nn(C)cc1CN(C)S(=O)(=O)c1cccc([N+](=O)[O-])c1 as listed: GLP1R inv ag = 24.8%; GLP-1R agonist = 3.9%; DRD3 antagonist = 12.9; aSyn yeast inh = 10.0%; PTHR1 agonist = -14.5%; Abeta yeast res = -2.1%; FUS yeast rescue = 15.8%; TDP-43 yeast inh = -14.0%; Akt phos inh = i
# Cc1cccc(NC(=S)NC(=O)c2ccc(Br)o2)c1 as listed: GLP1R inv ag = ?; GLP-1R agonist = 15.8%; DRD3 antagonist = -18.3; aSyn yeast inh = 4.0%; PTHR1 agonist = -87.3%[inhibitor]; Abeta yeast res = ?; FUS yeast rescue = 5.0%; TDP-43 yeast inh = 9.1%; Akt phos inh = i
